Screens deposited in PubChem by Sanford-Burnham Center for Chemical Genomics.
MKP-3 inhibition = inhibition of rat DUSP6 enzyme activity – biochemical, in vitro, primary screen (AID 425) | recombinant MKP-3 phosphatase activity, fluorescence; higher % means a stronger effect | one-dose inhibition, % at 20 µM; IC50 in µM for titrated hits | 110,000 tested, 0.17% active; in the data active means inhibition above about 50%;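 further: plate controls were vehicle for no effect and reference inhibitor for full effect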
Hsp70 displacement = small molecules displacing fluorescent ligand from Hsp70 – biochemical, fluorescence polarization, primary screen (AID 583). 140,000 tested, 0.06% active. one-dose displacement, % at 20 µM; IC50 in µM for titrated hits. Hsp70 fluorescence polarization probe displacement, mP; higher % means a stronger effect; in the data active means displacement above about 50%;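 further: plate controls were vehicle for no effect and reference ligand for full effect; a part of the inactive calls stands beside numbers as strong as those of hits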
The depositor's hits bear a star; nt = not tested or not shown. An excerpt. The share of hits here may be higher or lower than overall.

The first 7 compounds (preview)
structure	MKP-3 inhibition	Hsp70 displacement
Cc1c(C2CC(=O)N(c3ccccc3)C2=O)[nH]n(-c2ccccc2)c1=O (centres undefined)	-2%	7.1%
CCOC(=O)C1=CN(c2ccc(F)cc2)C=C(C(=O)OCC)C1c1ccc(F)cc1	1%	3.2%
O=C(NCc1ccccc1)c1ccc(COCC(F)(F)F)o1	-11%	-4.7%
Nc1ncnc2ncc3c4ccccc4[nH]c3c12	4%	4.9%
COc1ccccc1NC(=O)c1nnn(Cc2ccccc2)c1NC(=O)C(F)(F)F	nt	0.1%
CCOC(=O)c1ccccc1NC(=O)Cn1cnc2c(oc3ccccc32)c1=O	1%	nt
CCc1ccc(-c2cc(C(=O)Nc3nccs3)c3ccccc3n2)cc1	2%	2.8%

The list itself (from the top)
structure	MKP-3 inhibition	Hsp70 displacement
Cc1c(C2CC(=O)N(c3ccccc3)C2=O)[nH]n(-c2ccccc2)c1=O (centres undefined)	-2%	7.1%
CCOC(=O)C1=CN(c2ccc(F)cc2)C=C(C(=O)OCC)C1c1ccc(F)cc1	1%	3.2%
O=C(NCc1ccccc1)c1ccc(COCC(F)(F)F)o1	-11%	-4.7%
Nc1ncnc2ncc3c4ccccc4[nH]c3c12	4%	4.9%
COc1ccccc1NC(=O)c1nnn(Cc2ccccc2)c1NC(=O)C(F)(F)F	nt	0.1%
CCOC(=O)c1ccccc1NC(=O)Cn1cnc2c(oc3ccccc32)c1=O	1%	nt
CCc1ccc(-c2cc(C(=O)Nc3nccs3)c3ccccc3n2)cc1	2%	2.8%
C=CCN1C(=O)/C(=C\c2ccc(-c3cccc(C(=O)O)c3)o2)C(=O)NC1=S	4%	7.7%
O=C1CSC(=O)N1c1ccc(O)cc1	2%	-0.4%
COC(=O)c1ccc(/C=c2\sc3nc(-c4ccc(C)cc4)nn3c2=O)cc1	0%	-2.1%
COc1cc(C(=S)N2CCOCC2)cc(OC)c1OC(=O)c1ccc(Br)cc1	2%	0.0%
O=C(Nc1ccc(CN2CCOCC2)cc1)c1ccc(-c2cc(Cl)ccc2Cl)o1	nt	2.0%
Cc1ccc(Cn2nnnc2CN2CCC(O)(c3ccccc3F)CC2)cc1	1%	0.3%
COc1ccccc1C(=O)NC(C)C(c1cccs1)N1CCN(C)CC1 (centres undefined)	-2%	-1.9%
Cn1c(SCC(=O)Nc2ccc(N3CCOCC3)c(Cl)c2)nnc1C(O)c1ccccc1 (centres undefined)	-8%	-4.2%
CC1=C(C)CC2C(=O)N(c3ccc(C)c([N+](=O)[O-])c3)C(=O)C2C1 (centres undefined)	2%	2.2%
CC1CCCCN1S(=O)(=O)c1ccc(NC(=O)CSc2nnnn2C)cc1 (centres undefined)	-11%	3.9%
CC(C)(C)NC(=O)/C(=C\c1cccs1)NC(=O)c1cccs1	3%	-4.5%
CCCCOc1ccc(Nc2nc(C)cc(C)c2C#N)cc1	nt	6.9%
Cc1ccc(C)c(N2C(=O)CC(Cc3ccc(Br)cc3)C2=O)c1 (centres undefined)	0%	-1.8%
O=C(NCCN1CCNCC1)c1ccccn1	-8%	0.0%
Cc1nc2ccccn2c1P(=O)(N1CCCCC1)N1CCCCC1	0%	7.5%
Cc1ccc(C2(C)CC(C)(C)N(C(=O)C3CCCO3)c3ccccc32)cc1 (centres undefined)	-1%	1.6%
Cc1cc(Cl)ccc1OCC(=O)NCc1ccncc1	nt	-2.7%
CCOC(=O)c1c(NC(=O)c2c(-c3ccccc3)noc2C)sc2c1CCC(CC)C2 (centres undefined)	4%	-4.4%
CC(=O)Nc1nc2ccccc2n1CCOc1ccccc1	-10%	4.1%
Cc1ccnc(NS(=O)(=O)c2ccc(NC(=O)c3c(-c4ccccc4Cl)noc3C)cc2)n1	nt	2.8%
CCN(CC)CCCNC(=O)C1c2ccccc2C(=O)N1Cc1ccc(C)cc1 (centres undefined)	-5%	-5.1%
COC(=O)CN(c1ccc(OC)c(Cl)c1)S(C)(=O)=O	2%	-3.1%
S=c1[nH]nc(CSc2nc3ccccc3s2)o1	0%	9.6%

Complete entries as entered above. Screens in order: MKP-3 inhibition	Hsp70 displacement
Entry for COC(=O)CN(c1ccc(OC)c(Cl)c1)S(C)(=O)=O : 2%	-3.1%
Entry for Cc1ccc(C)c(N2C(=O)CC(Cc3ccc(Br)cc3)C2=O)c1 (centres undefined) : 0%	-1.8%
Entry for CC(C)(C)NC(=O)/C(=C\c1cccs1)NC(=O)c1cccs1 : 3%	-4.5%

Remaining list, next part
structure	MKP-3 inhibition	Hsp70 displacement
O=C(C(Cc1ccccc1)n1cccc1)N1CCN(c2ncccn2)CC1 (centres undefined)	2%	-0.9%
Cc1ccc2oc(=O)c3cnn(CC(=O)N4CCCc5ccccc54)c3c2c1	6%	0.2%
CCCC(=O)NCCCc1nc2ccccc2n1CCC	3%	1.8%
COc1ccccc1Nc1nc(N)nc(CN2CCN(c3ccccc3)CC2)n1	-1%	0.8%
C=CCc1cccc2cc(C(=O)Nc3ccc(S(N)(=O)=O)cc3)c(=O)oc12	2%	5.0%
COc1cccc(N2C(=O)/C(=C/c3ccc4c(c3)OCO4)SC2=S)c1	3%	-4.3%
O=C(CNC(=O)c1ccc(Br)cc1)c1ccc(-c2ccccc2)cc1	0%	2.1%
O=C(NCCc1c[nH]c2ccccc12)/C(=C/c1cccc([N+](=O)[O-])c1)NC(=O)c1ccccc1	2%	0.7%
COc1ccc(/C=C/C(=O)Nc2ccc(NC(=O)c3cc4ccccc4o3)c(OC)c2)cc1	5%	4.0%
C=CCN1C(=O)/C(=C\c2ccc(-c3ccc(OC)cc3[N+](=O)[O-])o2)C(=O)NC1=S	3%	4.6%
CCCn1c(SCC(=O)Nc2ccccc2-c2ccccc2)nnc1-c1ccoc1C	-10%	0.9%
CC(=O)ONC(=NCc1ccccc1)c1nonc1N	4%	-0.2%
COc1ccc(OCc2nc(-c3cccnc3)no2)cc1	-2%	1.3%
CCC1C(C#N)=C(N)OC2=C1C(=O)CC(C)(C)C2 (centres undefined)	nt	2.7%
CCOC(=O)CSc1nc(C)c(C(=O)OCC)s1	0%	1.9%
COc1ccc(Cn2c(=O)sc3ccccc32)cc1OC	-16%	-1.7%
Cc1ccc(C)c(Cn2c(=O)n(CCC(=O)NCc3ccco3)c(=O)c3sccc32)c1	0%	-3.3%
Cc1sc(NC(=O)CSc2nnc(C(C)C)n2C)c(C#N)c1C	nt	-0.2%
Cc1cccc(-c2nsc(SCC(=O)N3CCCC3)n2)c1	8%	-1.2%
CC1(C)Cc2ccccc2-c2nnc(C(F)(F)F)n21	-2%	4.9%
O=C(c1cccc([N+](=O)[O-])c1)N1CCc2ccccc2C1	-1%	4.6%
O=C(NCC1CCCO1)c1cc2n(n1)C(C(F)(F)F)CC(c1ccc(Br)cc1)N2 (centres undefined)	6%	4.2%
C1CCC2=NCCCN2CC1	14%	1.1%
CC(C)(C)OC(=O)N1CC(O)CC1C(=O)OCC(=O)c1ccc(-c2ccccc2)cc1 (centres undefined)	-2%	-0.6%
Cc1ccc(C)c(NC(=O)CSc2nnc(-c3ccccc3)n2N)c1	-7%	-1.9%
CC12CC(c3ccccc3O1)N(C(=O)c1ccc(Br)o1)C(=O)N2c1ccccc1 (centres undefined)	nt	5.8%
COc1nc(NS(=O)(=O)c2ccc(N)cc2)nc(N(C)C)n1	0%	0.9%
Cc1ccc(S(N)(=O)=O)cc1NC(=O)c1ccc(Cl)cc1[N+](=O)[O-]	2%	-0.4%
CCc1nc2ccccc2c(C(=O)OCC(=O)NCc2ccco2)c1C	-14%	3.7%
CCOc1ccc(NC(=O)c2cccc(Oc3ccccc3)c2)c([N+](=O)[O-])c1	2%	-2.5%
O=c1oc2cc([N+](=O)[O-])ccc2nc1/C=C(\O)c1cccc(Br)c1	3%	2.3%
O=C(O)c1ccc(NC(=O)c2ccc(Cl)cc2)cc1	2%	7.1%
N#Cc1cnn(Cc2ccccc2)c1/N=C/N1CCOCC1	-7%	3.4%
c1ccc(-c2cc(-c3nc(-c4cccnc4)no3)c3ccccc3n2)cc1	0%	1.8%
Cc1nonc1-c1cn2cc(Cl)ccc2n1	4%	8.4%
Clc1cccc(OCCCN2CCCCC2)c1Cl	4%	2.6%
COc1ccc(NC(=O)CCN2C(=O)c3ccccc3S2(=O)=O)cc1	nt	6.9%
CCOC(=O)c1c(NC(=O)c2cccs2)sc2c1CCC(C)C2 (centres undefined)	1%	-3.2%
CC(C)Cc1ccc(/C(=N/O)C(=O)O)s1	-2%	-0.3%
CCCOc1c(OC)cc(Cl)cc1C1NC(=O)NC(C)=C1C(=O)NCc1ccccc1 (centres undefined)	nt	-1.3%
COc1ccc2c(=O)c(C(=O)NCCc3ccc(OC)c(OC)c3)c[nH]c2c1	-5%	-1.1%
COC(=O)c1ccc(C2C(C#N)=C(C)NC3=C2C(=O)CC(C)(C)C3)cc1 (centres undefined)	3%	-3.1%
COc1ccc(C2C(C(=O)O)CCC(=O)N2c2ccc(OC)cc2)cc1 (centres undefined)	nt	4.6%
CC1Cc2ccccc2N1C(=O)Cn1c(=O)cc(O)c2ccccc21 (centres undefined)	nt	-1.8%
COc1ccccc1OCCOCCn1cnc2ccccc2c1=O	-6%	2.8%
CCCOc1cccc(C(=O)Nc2nc(-c3ccc(F)cc3F)cs2)c1	2%	0.6%
Cc1cc(/C=C2\C(=O)NC(=O)N(c3cccc(F)c3)C2=O)c(C)n1-c1cccc([N+](=O)[O-])c1	-1%	3.8%
N#Cc1c(/N=C/c2ccco2)oc(-c2ccccc2)c1-c1ccccc1	0%	2.0%
Cc1nc2cc(N=Cc3ccc(N(C)C)cc3)ccc2n1Cc1ccccc1	-1%	-2.0%
O=C(Nc1ccc2c(c1)OCCO2)NC1CCCCC1	-4%	1.0%
Cc1ccc(Cn2cccc(NC(=O)NC3CCCCC3)c2=O)cc1	nt	-1.2%
COc1ccc(C(=O)N(CCCO)C(C)C(=O)NC2CCCCC2)cc1OC (centres undefined)	-10%	0.2%
Cc1cc(C(=O)N2CCN(c3ccccc3)CC2)no1	-10%	-2.1%
COc1cc(C2C(C#N)=C(C)NC3=C2C(=O)CC(C)(C)C3)cc(OC)c1O (centres undefined)	-9%	0.5%
O=C(c1cccc(F)c1)N1CCN(c2ccc(F)cc2)CC1	6%	-6.2%
CCC(C)(C)n1nnnc1C(c1ccc(C)cc1)N1CCCC1 (centres undefined)	-11%	-8.6%
Cc1cc(C)c(NC(=O)C2CCCN2C)c(C)c1 (centres undefined)	nt	1.2%
COc1ccc(-c2nnc(NC(=O)c3ccccc3F)s2)cc1	1%	4.8%
CCSc1nc2ccc(N)cc2s1	6%	1.2%
Cc1cc(C=O)c(C)n1-c1ccc(Cl)c(Cl)c1	3%	-4.1%

Further structures
structure	MKP-3 inhibition	Hsp70 displacement
O=C(Nc1cnn(Cc2ccc(Cl)c(Cl)c2)c1)c1nc2ncccn2n1	4%	-3.9%
O=C(Nc1ccc2nn(-c3ccc(F)cc3)nc2c1)c1ccc(Br)o1	23%	3.5%
C=C(C)COc1ccc(-c2[nH]ncc2Oc2ccccc2OC)c(O)c1	-14%	-1.7%
CCCN1C(=O)c2ccccc2NC1c1ccc(Cl)cc1 (centres undefined)	0%	-0.7%
O=C(CCCn1c(=S)[nH]c2cc3c(cc2c1=O)OCO3)N1CCN(c2ccccn2)CC1	-2%	-8.6%
COc1ccccc1NC(=O)NC1(C(=O)N2CCC(O)CC2)CCCCC1	-7%	2.8%
Cc1ccc2nc(Nc3ncc4c(n3)CCCC4=O)nc(C)c2c1	-4%	-8.9%
CC(C)C(=O)N1N=C(c2ccc(Br)cc2)CC1(O)C(F)(F)F (centres undefined)	5%	1.0%
CCOC(=O)c1[nH]c2c(CC)cccc2c1CCN1C(=O)c2ccccc2C1=O	2%	0.0%
C=CCN1C(=O)C(CC(=O)Nc2ccccc2)SC1=Nc1c(C)n(C)n(-c2ccccc2)c1=O (centres undefined)	nt	0.7%
Cc1nc2sc(C(=O)c3ccc(Br)cc3)c(N)c2c(C)c1C	9%	-6.1%
CCCn1c(=O)c2ccccc2n2c(SCc3c(C(=O)OCC)oc4ccccc34)nnc12	-1%	-2.9%
Cc1ccc2c(Cl)c(C(=O)Nc3ccc(Br)cc3F)sc2c1	4%	-0.1%
COc1ccc(CC(NC(C)=O)C(=O)NC2CCN(C(=O)NCc3ccccc3)CC2)cc1 (centres undefined)	0%	6.3%
COc1ccc2nc(NCc3ccccc3)[nH]c2c1	-10%	-1.3%
CC(=O)c1cccc(-n2c(CCC(=O)O)ccc2-c2cccs2)c1	4%	1.5%
COC(=O)CC1=C(C(=O)OC)C(c2cc(OC)c(OC)cc2OC)C(C#N)=C(N)O1 (centres undefined)	nt	-5.4%
CCOc1ccc(N(CC(=O)N[C@@H]2CCCC[C@H]2O)S(C)(=O)=O)cc1	2%	-4.6%
O=C(COC(=O)C12CC3CC(CC(O)(C3)C1)C2)N1CCN(S(=O)(=O)c2ccc(Cl)cc2)CC1	2%	2.6%
CCOc1cc(C(=O)Nc2cnccn2)cc(OCC)c1OCC	-1%	-0.3%
CCCCN1C(=O)C(=O)c2cc(Br)ccc21	0%	0.8%
O=C(NCCCN1CCC(Cc2ccccc2)CC1)C1CC(=O)N(C2CCCC2)C1 (centres undefined)	-6%	-0.7%
